Source: PubChem BioAssay
PLC-beta3 inh: blocks human PLC-beta3 enzyme activity; Q01970; Purified PLC-beta3, fluorogenic substrate, fluorescence; inhibition, % at 12.2 µM; 0.18% of 370,000 active; AID 720704; in the data active means inhibition above about 11%;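 further: 0% = median of compound wells on plate and 100% = full blocker control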
Tn7 DDE FP: DD(E)-Tn7 binding inhibition, primary FP screen. P02675. FP displacement of FITC-Tn7 peptide from fibrin DD(E); 0% = median of compound wells per plate. inhibition, % at 8.3 µM. 0.13% of 370,000 active;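 active means inhibition above the mean of compounds falling within the control limits plus 3 SD of them, cut at about 14% in these data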;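 further: 0% = plate median of compound wells and 100% = 10 µM Aha-Tn7 peptide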
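Assay system: Human clot-derived fibrin DD(E) complex | Buffer or medium: Tris/NaCl/CaCl2 buffer, pH 7.8 | Repeats: One replicate per compound | Benchmarks: Aha-Tn7 high control | Measure: % inhibition scaled between sample-field median and high-control FP | Schedule: 10 min plus 3 h, room temperature | Signal: Fluorescence polarization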
Rev-erbA mod: modulators of human Rev-erb alpha DNA binding; Rev-erbα–FITC-DNA binding, fluorescence polarization, 90 min; activity, % at 10 µM; P20393; 0.79% of 370,000 active;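 active means activity above about 14%, limit read from the data; passing the limit was not always enough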;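 further: 0% = DMSO wells with 35 nM protein and 100% = DMSO wells with 750 nM protein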
UHRF1 binding: blocks human UHRF1 binding to methylated DNA; Q96T88; UHRF1 binding to methylated oligo, TR-FRET; inhibition, % at 4.4 µM; 0.75% of 370,000 active; AID 687016; in the data active means inhibition above about 21%;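 further: UHRF1 SRA domain binding a hemimethylated CpG hairpin DNA probe; 0% = median of test compound wells and 100% = reference inhibitor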
proKLK7 act: activates the human kallikrein-7 zymogen. P49862. purified proKLK7, EDANS-DABCYL substrate fluorescence; 100% is mature enzyme control, 0% vehicle. activation, % at 7 µM. 0.9% of 370,000 active;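 active means activation above the mean of all tested compounds plus 3 SD, computed per campaign excluding outliers beyond control limits, cut at about 13% in these data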
Target sequence (P49862 whole entry, looked up): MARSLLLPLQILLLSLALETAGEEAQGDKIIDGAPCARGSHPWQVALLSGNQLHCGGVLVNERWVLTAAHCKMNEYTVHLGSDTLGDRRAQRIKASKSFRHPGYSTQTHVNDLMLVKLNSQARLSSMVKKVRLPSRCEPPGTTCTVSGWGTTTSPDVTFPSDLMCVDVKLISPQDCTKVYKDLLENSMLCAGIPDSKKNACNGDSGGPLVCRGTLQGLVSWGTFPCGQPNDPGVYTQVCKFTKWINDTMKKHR
ARFGAP1 inh: inhibitors of rat ARFGAP1. Arfgap1-stimulated ARF1 GTP hydrolysis, GDP FP detection. Q62848. AID 651572. inhibition, % at 16.5 µM. 0.26% of 360,000 active;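 active means inhibition above a per-plate limit, mean inhibition of low control wells plus 3 SD, cut at about 25% in these data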;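 further: 0% = DMSO wells with enzyme and 100% = wells lacking Arfgap1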
Target sequence (Q62848 1-136 limits assumed): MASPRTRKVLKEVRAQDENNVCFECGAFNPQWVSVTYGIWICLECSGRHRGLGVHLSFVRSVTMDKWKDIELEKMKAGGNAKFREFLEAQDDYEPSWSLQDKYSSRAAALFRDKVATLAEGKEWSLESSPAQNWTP
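system = rat Arfgap1 catalytic domain, aa 1-136 | technique = FP, GDP Alexa 633 tracer displaced from anti-GDP antibody, 620/688 nm | compound = one concentration, 16.5 µM, DMSO 1.26% | medium = HEPES-based buffer, pH 7.5 | timing = compound-enzyme preincubation 20 min, reaction 120 min, detection 60 min, 25 °C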
DDE Tn6 FP inh: disrupts Tn6 cyclic peptide binding to fibrin D-Dimer-E complex | P02675 | Fibrin DD(E) TRITC-Tn6 fluorescence polarization displacement | inhibition, % at 8.3 µM | 0.21% of 370,000 active | AID 720509;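 active means inhibition above a per-campaign cutoff: mean of compounds within control limits plus 3 SD, cut at about 15% in these data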;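 further: 0% = median of all compound wells on the plate and 100% = blocking peptide control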
HGIII-sPLA2 inh: Blocks human group III sPLA2 activity. Q9NZ20. QFRET BODIPY PC-A2 liposome hydrolysis, fluorescence. inhibition, % at 12.2 µM. 0.56% of 370,000 active. AID 743126;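 active means inhibition above mean plus 3 SD of compounds lying within the high and low control bounds, cut at about 19% in these data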;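 further: 0% = median of test compound wells and 100% = no enzyme DMSO wells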
PLCg1 inh: blocks human PLC-gamma1 enzyme activity; P19174; purified PLC-gamma1, fluorogenic substrate, fluorescence; inhibition, % at 12.2 µM; 0.84% of 370,000 active; in the data active means inhibition above about 9.5%
ASAP1 GAP inh: blocks human ASAP1-stimulated Arf1 GTP hydrolysis. GDP FP detection. inhibition, % at 16.5 µM. 0.19% of 360,000 active; in the data active means inhibition above about 25%;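 further: 0% = vehicle with enzyme and substrate and 100% = no enzyme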
Target sequence (Q9ULH1 325-724 limits assumed): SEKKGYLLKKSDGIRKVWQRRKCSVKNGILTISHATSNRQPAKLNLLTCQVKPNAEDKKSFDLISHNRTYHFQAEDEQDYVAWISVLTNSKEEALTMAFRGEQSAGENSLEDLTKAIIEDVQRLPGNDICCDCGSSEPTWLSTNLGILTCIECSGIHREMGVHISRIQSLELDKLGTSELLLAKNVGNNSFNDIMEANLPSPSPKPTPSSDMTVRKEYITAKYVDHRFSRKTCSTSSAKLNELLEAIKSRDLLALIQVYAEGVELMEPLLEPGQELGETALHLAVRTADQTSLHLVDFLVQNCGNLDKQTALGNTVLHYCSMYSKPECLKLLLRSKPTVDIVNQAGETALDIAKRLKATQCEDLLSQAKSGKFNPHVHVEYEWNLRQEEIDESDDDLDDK
The depositor's hits bear a star. Outcome played no part in choosing rows. About 4.5% of those tested had a hit in this group.

The first two compounds as a preview:
Each structure is followed by: UHRF1 binding	PLC-beta3 inh	HGIII-sPLA2 inh	proKLK7 act	ASAP1 GAP inh	Tn7 DDE FP	Rev-erbA mod	PLCg1 inh	DDE Tn6 FP inh	ARFGAP1 inh
(1) O=C(N[C@@H](Cc1ccccc1)c1nc2ccccc2[nH]1)c1cc([N+](=O)[O-])ccc1Cl
→ -2	1	1	-0.3	-15	5	1	3	0	-3
(2) CC(C)OCCCNC(=O)c1cc2c(=O)n(C)c3ccccc3c2n1C
→ 4	-1	-1	0.4	4	-2	-1	-1	7	6

The whole of this part, repeating the preview:
Each structure is followed by: UHRF1 binding	PLC-beta3 inh	HGIII-sPLA2 inh	proKLK7 act	ASAP1 GAP inh	Tn7 DDE FP	Rev-erbA mod	PLCg1 inh	DDE Tn6 FP inh	ARFGAP1 inh
(1) O=C(N[C@@H](Cc1ccccc1)c1nc2ccccc2[nH]1)c1cc([N+](=O)[O-])ccc1Cl
→ -2	1	1	-0.3	-15	5	1	3	0	-3
(2) CC(C)OCCCNC(=O)c1cc2c(=O)n(C)c3ccccc3c2n1C
→ 4	-1	-1	0.4	4	-2	-1	-1	7	6
(3) COc1ccc2[nH]cc(CCNC(=O)C3CC(=O)N(c4ccc(Cl)cc4)C3)c2c1 (stereo unspecified)
→ -1	-10	-30	0.6	2	-7	4	-6	-9	-1
(4) CCCC(=O)N1CCN(c2ccc(NC(=O)c3cccs3)cc2)CC1
→ -1	-7	0	0.3	-2	1	-7	0	-1	15
(5) CC(NC(=O)CN1C(=O)NC2(CCc3ccccc32)C1=O)c1ccccc1 (stereo unspecified)
→ 0	-2	6	-0.7	1	0	-6	2	-1	0
(6) CC(C)C(=O)Nc1nnc(CCc2ccccc2)s1
→ 1	4	1	-0.2	-1	0	2	-3	7	-1
(7) Cc1ccc(S(=O)(=O)N/N=C/c2cccc3nccnc23)cc1
→ 2	-4	16	0.5	1	-6	1	7	-3	8
(8) CSc1ccc(C2Nc3cccc4cccc(c34)N2)cc1
→ -6	-46	-4	0.4	-1	-4	-4	-32	0	-5
(9) CC(NC(=O)c1cccs1)C1CCCO1 (stereo unspecified)
→ 0	-2	2	0.2	-4	8	5	0	7	-6
(10) CC(OC(=O)c1ccc2c(c1)OCCO2)C(=O)NC1CCCCC1C (stereo unspecified)
→ -1	-2	-4	-0.6	-14	3	0	-1	-8	-5
(11) NC(=O)c1cccnc1Oc1ccccc1
→ 2	-5	3	0.2	2	1	0	1	-4	8
(12) Nc1nnc(SCC(=O)OCC(=O)c2ccccc2Br)s1
→ 0	5	-24	0.1	-5	-9	1	3	5	3
(13) C=CC12C=CC=CN1C(C(=O)OC)=C(C(=O)OC)C(C(=O)OC)=C2C(=O)OC (stereo unspecified)
→ -2	1	4	0.4	-4	-1	-5	0	4	-12
(14) CCc1cccc(N=c2c([N+](=O)[O-])nn(-c3ccc(Cl)cc3)n2O)c1
→ -7	1	-6	-0.2	0	-2	7	-1	0	-2
(15) COc1cc(C(=O)Nc2ccccc2C(=O)NCc2cccnc2)cc(OC)c1OC
→ 0	-8	5	-0.8	14	-2	-1	-2	3	6
(16) CCOc1ccccc1NC(=O)CCCCCN1C(=O)[C@@H]2Cc3ccccc3CN2C1=O
→ -2	-5	-4	0.3	10	2	-2	-2	0	4
(17) N=c1oc2ccccc2cc1C(=O)Nc1ccccc1
→ -4	-3	-4	-0.3	-2	1	-5	-2	3	-1
(18) C=CCn1c(O)c(N=NC(=S)Nc2ccccc2F)c2cc(S(=O)(=O)N3CCOCC3)ccc21
→ -5	-5	21*	-1.1	5	0	-1	4	4	-1
(19) CC(=O)Nc1ccc(SCC(=O)NNC(=O)CN(C)S(=O)(=O)c2ccc(C)cc2)cc1
→ 5	-1	7	-0.6	8	2	2	3	0	-8
(20) O=C(Nc1c2c(nn1-c1ccc(Cl)cc1)CS(=O)(=O)C2)c1ccccc1
→ 4	-5	-4	0.4	7	1	-3	8	-7	14
(21) O=C(Cc1coc2ccc3ccccc3c12)NCc1ccccc1
→ -1	0	-15	-0.2	-9	0	7	-4	5	-9
(22) CCCOC(=O)Nc1ccc(N2CCCCC2)cc1
→ -3	0	2	0.3	-4	8	1	1	-10	-10
(23) O=C(CN1C(=O)NC(c2ccccc2)(c2ccccc2)C1=O)N1CCN(c2ccc(F)cc2)CC1
→ 2	-4	-5	0.9	10	-4	-1	0	-4	-4
(24) Cc1nn(S(=O)(=O)c2ccc(C(C)(C)C)cc2)c(C)c1S(=O)(=O)N1CCOCC1
→ 0	-6	2	0.6	3	3	3	1	-4	5
(25) COc1cccc(NC(=S)NNC(=O)Cn2nc(C(F)(F)F)cc2C)c1
→ -6	-4	-6	-1.0	-7	1	5	0	-2	3
(26) CCCCCCCCNCCS(=O)(=O)NCCCCCCCC
→ -1	-1	4	0.4	-1	5	-5	1	4	17
(27) O=C1CN(C(=O)OCc2ccccc2)c2ccccc2N1
→ -3	-2	-2	0.1	6	0	-2	0	6	11
(28) Oc1cc2c(cc1O)CN(C(=S)NCCc1ccc(Cl)cc1)CCC2
→ -1	-1	-10	-0.2	-4	2	6	3	-4	11
(29) Cc1ccc(C(=O)Nc2ccc(N3CCN(C)CC3)nc2)cc1
→ -1	-3	4	-0.2	-5	-2	2	2	2	4
(30) O=C(Nc1cc(S(=O)(=O)N2CCOCC2)ccc1O)c1ccc(NS(=O)(=O)c2ccc(Cl)s2)cc1
→ -2	-17	-19	0.6	21	-1	3	-16	0	-6

Some of these compounds in order of molar mass, ascending:
Each structure is followed by: UHRF1 binding	PLC-beta3 inh	HGIII-sPLA2 inh	proKLK7 act	ASAP1 GAP inh	Tn7 DDE FP	Rev-erbA mod	PLCg1 inh	DDE Tn6 FP inh	ARFGAP1 inh
(10) CC(OC(=O)c1ccc2c(c1)OCCO2)C(=O)NC1CCCCC1C (stereo unspecified)
→ -1	-2	-4	-0.6	-14	3	0	-1	-8	-5
(4) CCCC(=O)N1CCN(c2ccc(NC(=O)c3cccs3)cc2)CC1
→ -1	-7	0	0.3	-2	1	-7	0	-1	15
(28) Oc1cc2c(cc1O)CN(C(=S)NCCc1ccc(Cl)cc1)CCC2
→ -1	-1	-10	-0.2	-4	2	6	3	-4	11

More records:
Each structure is followed by: UHRF1 binding	PLC-beta3 inh	HGIII-sPLA2 inh	proKLK7 act	ASAP1 GAP inh	Tn7 DDE FP	Rev-erbA mod	PLCg1 inh	DDE Tn6 FP inh	ARFGAP1 inh
(31) O=C1CCCc2ccc3ccccc3c21
→ -1	-6	1	0.6	6	-6	5	-2	-8	-7
(32) CN(C1CCCCC1)S(=O)(=O)c1ccc(NC(=S)NC(=O)c2cccs2)cc1
→ 2	-5	-7	0.7	5	4	0	1	-2	-6
(33) O=C(c1ccc([N+](=O)[O-])cc1)N1CCN(C(=O)c2ccco2)CC1
→ 2	-2	3	-0.9	3	-1	2	2	-7	9
(34) COc1ccc(N2C(=O)CC(SCc3ccc(Cl)cc3)C2=O)cc1 (stereo unspecified)
→ 1	-8	-10	-0.2	4	3	-3	0	-6	-7
(35) O=C(CCCN1C(=O)c2ccccc2C1=O)Nc1ccc2c(c1)OCCO2
→ -1	1	0	-0.7	2	-2	2	1	1	5
(36) Cc1nnc(NC(=O)CCC(=O)N2CCN(CCOc3cccc4ccccc34)CC2)s1
→ 0	4	-4	-0.9	-7	-4	0	3	5	-10
(37) CCN(C1CCS(=O)(=O)C1)S(=O)(=O)c1ccc(OC)c(OC)c1 (stereo unspecified)
→ -2	-1	-9	0.3	-2	-5	-4	-2	-1	11
(38) Cc1ccc(S(=O)(=O)NC(=O)Nc2c(C)cccc2C)cc1
→ 2	-6	10	-1.0	0	6	3	-1	-3	13
(39) C[C@H]1COC(=O)[C@@H](Cc2ccc(F)cc2)C/C=C\C[C@@H](CC(=O)N[C@@H](CO)Cc2ccccc2)C(=O)N1
→ 0	-4	-9	0.3	-2	5	-4	4	-2	-1
(40) S=c1[nH]c2cc(Cl)c3cccnc3c2o1
→ -4	-74	13	0.8	-1	0	-6	-53	-6	7
(41) COCCOC(=O)c1[nH]c2c(c1C)C(=O)C(C(=O)OC)C(C)C2 (stereo unspecified)
→ 4	-2	8	-0.2	-2	-3	8	-3	1	0
(42) O=C(COc1ccc2c(-c3ccccc3)cc(=O)oc2c1)NCc1ccccn1
→ 0	5	2	0.1	15	-2	-6	2	-2	10
(43) N#Cc1ccc(-c2ccc(OCC(=O)Nc3cccnc3)cc2)cc1
→ 0	-14	-15	18*	0	2	5	-2	-6	9
(44) Fc1ccccc1CSc1nncn1NCc1cccs1
→ -1	-1	0	0.0	-6	-6	5	-2	0	6
(45) NC(=O)CN1CCN(c2nc(-c3ccc(F)cc3)cs2)CC1
→ -2	3	-2	-0.2	-1	4	2	1	8	1
(46) COc1ccc(CN2CCC(n3nccc3NC(=O)CCc3ccccc3)CC2)c(C)c1C
→ 3	-8	-8	-0.1	0	-2	-2	1	-6	-1
(47) COc1ccccc1CN(C)CC(=O)NC(=O)NC1CCCCC1
→ -2	-5	4	0.1	1	-1	-1	2	9	4
(48) CCC(Sc1nc2ccsc2c(=O)n1Cc1ccc(C(=O)O)cc1)C(=O)Nc1ccc(Cl)cc1 (stereo unspecified)
→ 1	1	-30	0.1	3	-2	4	1	-7	-12
(49) COc1ccccc1NC(=O)C1=C(C)NC2=C(C(=O)CCC2)C1c1ccc(C)o1 (stereo unspecified)
→ 16	-31	0	-0.5	-1	-4	-1	-21	-7	5
(50) O=C(COC(=O)c1ccc(Br)o1)Nc1ncc(Cl)cc1Cl
→ -4	-1	-6	-0.6	-5	-3	5	-5	-3	-5
(51) FCCCOc1ccc(-c2ccnc(-c3ccccc3)n2)cc1
→ 0	-1	-14	0.1	-8	1	-1	2	2	-6
(52) C=CCN1c2ccccc2[C@]23C[C@@H](C(=O)OC)N(C(=O)c4ccc(Br)cc4)C2=NC(C(=O)OC)=C(C(=O)OC)[C@H]13
→ -3	-2	-9	0.2	-16	-1	-2	-3	-4	-13
(53) CN(C(=O)c1ccc(NC(=O)Cc2ccc(NC(=O)C3CCN(C(=O)C4CCC4)CC3)cc2)cc1)C1CCCC1
→ -3	1	-21	0.3	1	1	2	4	-3	-3
(54) COc1ccc(CCNC(=O)c2sc3nc4n(c(=O)c3c2C)CCC4)cc1
→ 2	-7	12	-0.1	-8	-4	-7	-4	3	-2
(55) COc1ccc(NC(=O)C(c2ccnc3ccccc23)n2c(=O)c(-c3ccccc3)nc3ccccc32)cc1 (stereo unspecified)
→ -2	-14	-4	-2.0	9	-10	4	-8	5	-7
